Bioassay records: PubChem, several laboratories
DSG3 Ab inh: blocks pemphigus antibody binding to human desmoglein-3; hit rate 0.48% among 310,000; DSG3-coupled beads, scFv-anti-DSG3-GFP binding, flow cytometry; hits give low values; binding (percent of control), % at 10 µM; AID 588358;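 active means binding more than 3 SD below its plate's average and above zero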;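 further: hits lower antibody fragment binding to DSG3; some compounds called inactive have numbers as strong as hits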
NSD2 inh: blocks human histone methyltransferase NSD2. O96028. NSD2 peptide methylation, AlphaScreen, 120 min. inhibition, % at 12.5 µM. hit rate 0.54% among 310,000. AID 743445; in the data active means inhibition above about 50%
V-ATPase pHluor: regulators of yeast V-ATPase proton transport | S. cerevisiae, pHLuorin cytosolic pH fluorescence | response, % at 10 µM | hit rate 0.37% among 350,000 | AID 504577; in the data active means response mostly above about 7.3%, no sharp cut-off; inactive means mostly below about 5.4%; further: actives read high; inactives centre near 0; some compounds called inactive have numbers as strong as hits; reference of the scale not given here
Keap1-Nrf2 PPI: inhibitors of human Keap1-Nrf2 protein-protein interaction. Keap1 Kelch-Nrf2 peptide fluorescence polarization, 1536-well. inhibition, % at 9.4 µM. hit rate 0.15% among 340,000. AID 504523; in the data active means inhibition above about 12%;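 further: human Keap1 Kelch domain with fluorescein labeled Nrf2 9mer peptide probe; 0% = neutral control wells and 100% = peptide positive control; higher means more block of Keap1 binding to Nrf2 peptide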
CAL PDZ FP-1: human CAL PDZ-peptide interaction inhibition | inhibition, % at 20 µM | purified CAL PDZ, TMR-peptide fluorescence polarization, 1 h | Q9HD26 | hit rate 0.02% among 330,000 | AID 504414;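 active means highest replicate inhibition of at least 40%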;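 further: plate controls were DMSO neutral control wells for no effect and unlabeled competitor peptide control wells for full effect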
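System: tagged CAL PDZ domain. Schedule: 1 h room-temperature incubation prior to read. Signal: fluorescence polarization (mP). Measure: percent inhibition from loss of millipolarization.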
Arrestin-AP2 inh: blocks beta-arrestin peptide binding to AP2 adaptin; FITC-arrestin peptide / GST-AP2 beads, flow cytometry; AP2 beta2 appendage carries R879A mutation; inhibition, % at 10 µM; hit rate 0.31% among 340,000; AID 504490;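 active means inhibition above a set limit, near 3 SD of compounds lacking own fluorescence, cut at about 54% in these data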;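 further: plate controls were DMSO wells for no effect and 5 µM unlabelled arrestin peptide for full effect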
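test system = AP2 appendage R879A on GSH beads | buffer or medium = PBS plus Tween 20 (0.05%) and BSA (0.1%) | incubation = 12 min plus 1 h, RT | detection = bead flow cytometry, FITC channel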
DAGLB inh: blocks human DAGLB lipase activity; inhibition, % at 5.17 µM; hit rate 0.059% among 340,000; HEK293T DAGLB membrane lysate, EnzChek fluorogenic substrate; AID 504411; Q8NCG7; in the data active means inhibition above about 34%;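 further: 0% = enzyme with vehicle and 100% = wells lacking enzyme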
LANA DNA inh: KSHV C-LANA DNA binding inhibition. hit rate 0.078% among 340,000. inhibition, % at 9 µM. MBP-C-LANA/FAM-LBS DNA binding, fluorescence polarization;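 active means highest replicate inhibition at or above 60% at 9 µM, even if other replicates fall short; inactive means all replicates below 60% inhibition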;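 further: 0% = neutral control wells and 100% = 4 µM acridine orange control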
CAL PDZ FP-2: inhibitors of human CAL PDZ peptide binding | inhibition, % at 24.9 µM | purified CAL PDZ, TMR-peptide fluorescence polarization, 1 h | AID 602252 | hit rate 0.92% among 300,000;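 active means mean inhibition of at least 30% with at least half of replicates also reaching 30%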;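 further: 0% = DMSO neutral control and 100% = excess unlabeled competitor peptide PRC23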
Cardiac RTF inh: cardiac RTF calcium desensitization; IANBD-labeled cardiac RTF, Ca2+ fluorescence; inhibition, % at 7.15 µM; hit rate 0.12% among 340,000; AID 493244;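 active means inhibition above the mean inhibition of all tested compounds plus 3 SD, cut at about 17% in these data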;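 further: assay run at fixed EC70 calcium of 1.6 mM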
Starred values were filed as active, the others as inactive; nt = not tested or not shown. Some of the compounds tested. The share of hits here may be higher or lower than overall.

SMILES	DSG3 Ab inh	NSD2 inh	V-ATPase pHluor	Keap1-Nrf2 PPI	CAL PDZ FP-1	Arrestin-AP2 inh	DAGLB inh	LANA DNA inh	CAL PDZ FP-2	Cardiac RTF inh
CCOc1ccc(-n2c(SCc3ccc([N+](=O)[O-])cc3)nnc2-c2ccc(OC)cc2)cc1	nt	1	2	0	-0.9	-2	-3	0.3	-3	4
Cc1noc(C)c1COc1ccccc1C(=O)NC(C)CCc1ccccc1 (stereo not given)	8	-3	-1	-6	-0.9	3	-3	1.4	nt	-12
CCCN1CCN(C(=O)c2cc(COc3ccc(F)c(F)c3)on2)CC1	107	-4	8	0	-0.9	-9	0	1.4	-7	-5
CC(Sc1ccccc1)C(=O)N1CCN(S(=O)(=O)c2ccccc2)CC1 (stereo not given)	110	-2	4	3	-0.3	-7	0	-1.1	-2	-2
COc1cccc(NC(=O)CN(C)C(=O)c2cc(-c3ccc(C)o3)nc3ccccc23)c1	102	nt	1	-8	-0.2	8	0	0.0	nt	1
O=C(NCCCN1CCN(c2cccc(Cl)c2)CC1)c1ccc(N2CCCC2=O)cc1	101	3	10	-2	-1.6	12	-2	0.4	-2	-3
COc1ccc(Cl)cc1NC(=O)CSc1cccc[n+]1[O-]	94	-2	-1	-1	1.5	-9	-2	-0.3	-4	5
c1nc(Nc2ccc(N3CCOCC3)cc2)c2ccsc2n1	101	13	1	-6	-0.1	18	1	-2.8	-2	0
CN(C)S(=O)(=O)c1ccc(C(=O)Nc2cc(S(=O)(=O)Nc3ccccc3Cl)ccc2N2CCCCC2)cc1	109	1	2	-2	-0.1	27	-1	0.2	4	2
Cc1cc(/C([O-])=C(/C(=S)Nc2ccc(F)cc2)[n+]2ccccc2)c(C)n1Cc1ccccc1Cl	99	0	-1	4	0.7	2	5	1.2	-3	8
COc1ccc(NC(=O)/C=C/c2cc(Br)ccc2OC)cc1	83	1	4	-4	-0.9	25	-1	-1.5	-2	4
CCCCCCc1c(O)nc(SCCN2CCOCC2)[nH]c1=O	94	1	1	4	0.7	0	-5	-4.2	-2	4
CN1CCC(=O)N([C@H](CO)c2ccccc2)CC1	106	nt	6	3	1.1	-2	-3	-3.0	1	-8
COc1ccc(N2CCN(c3ccnc4cc(Cl)ccc34)CC2)cc1	102	1	1	1	-0.1	2	-1	-0.3	-6	1
Cc1cc(OCC(=O)N2CCC[C@@H]2C(=O)O)c2c(C)c(C)c(=O)oc2c1	104	nt	1	-3	0.5	17	-2	1.4	-3	2
Cc1cc([N+](=O)[O-])c(N2CCC[C@@H]2C(=O)O)c([N+](=O)[O-])c1	97	1	8	7	-2.7	5	4	0.2	-3	-5
CCn1c(=O)cc(N2CCN(C(=O)c3ccco3)CC2)[nH]c1=O	102	nt	-1	-8	-1.3	-1	1	0.1	-3	0
O=C(NCC(c1cccs1)N1CCOCC1)c1cc2ccccc2o1 (stereo not given)	101	0	1	-9	-2.0	-11	2	-0.2	1	-3
COc1ccc(N2C(=O)CSC2c2cccc(F)c2)c(OC)c1 (stereo not given)	107	-4	-1	-4	0.2	5	6	0.1	-4	4
COc1cccc(CN2CCN(C(=O)C3CCC(=O)N(C4CCCC4)C3)CC2)c1 (stereo not given)	77	-3	4	2	-0.1	-7	0	0.5	-1	1
CCn1c(SCC(=O)OCc2ccccc2)nnc1-c1ccco1	109	-1	4	0	0.0	31	0	-2.6	0	-6
CC1CCCC(C)N1C(=O)COC(=O)c1ccccc1O (stereo not given)	125	4	-1	-1	-1.3	9	-4	2.8	0	-3
Cc1noc(C)c1S(=O)(=O)N(C)C[C@H]1Oc2c(NC(=O)NC(C)C)cccc2C(=O)N([C@H](C)CO)C[C@@H]1C	105	nt	3	-5	0.0	3	4	-1.4	-2	-5
CCOc1ccc(C(=O)NCC(=O)OCc2c(F)cccc2Cl)cc1OCC	106	-2	0	-3	-2.5	2	-3	-0.1	6	-9
c1coc(C2=NCCc3ccccc32)c1	96	-1	2	-1	0.0	40	-1	-11	-3	1
CCc1ccc(OCC(=O)NNC(=O)C2CCN(c3ncnc4sc(C)c(C)c34)CC2)cc1	101	0	2	1	-2.7	5	3	0.3	-2	-13
Cn1ccnc1SCC(=O)Nc1ccc(F)c([N+](=O)[O-])c1	93	-1	0	-1	0.0	-21	0	-0.3	nt	-10
N#CC1(NC(=O)CSc2nnc(Cc3ccccc3)o2)CCCCC1	nt	15	1	5	-1.3	-14	-4	-0.2	-3	-2
CC(C)c1ccc(-n2cnn(-c3ncccc3[N+](=O)[O-])c2=O)cc1	94	7	-1	-2	-2.7	2	-1	-1.4	1	7
CSc1ccccc1NC(=O)CN1CCN(Cc2ccccc2)CC1	112	nt	-1	-4	0.2	-2	-4	-1.8	4	11
COc1ccccc1NC(=O)c1cccc(N2C(=O)C3C4C=CC(C4)C3C2=O)c1 (stereo not given)	nt	0	0	3	-0.6	-3	1	1.8	50*	-1
CC(C)c1ccc(N2C(=NC(=O)C3CCCO3)SC3CS(=O)(=O)CC32)cc1 (stereo not given)	102	3	2	0	-0.9	-11	0	0.6	0	-4
CS(=O)(=O)NCCC1=CCCCC1	nt	1	6	0	-0.4	-6	1	0.4	5	15
O=[N+]([O-])c1cccc(-c2nnc(SCc3cccnc3)o2)c1	97	0	3	1	0.0	-3	0	-1.4	-9	-6
CN(C)CCC(C(=O)c1ccccc1)c1cccnc1 (stereo not given)	nt	-4	1	4	-0.4	16	2	-0.8	1	0
CC(C)c1ccc(NC2CCCN(C(=O)CN3CCOC3=O)C2)cc1 (stereo not given)	107	1	2	-5	-1.0	9	-1	0.2	-6	-2
Cc1ccc2c(c1C)-c1c(ccc(C)c1C)C(=O)C2=O	85	85*	-4	-1	0.8	-19	10	-1.1	-3	-11
Cc1ccccc1NC(=S)/C(=C(\[O-])c1ccc(C)c([N+](=O)[O-])c1)[n+]1ccccc1	112	2	-3	-5	-1.4	0	1	0.5	6	-7
Nc1nc(C(=O)N2CCOCC2)nn1S(=O)(=O)c1ccc(Cl)cc1	105	-1	-2	2	0.8	10	-4	0.6	-4	6
CC(C)C1CC(CCN)(c2ccccc2)CCO1 (stereo not given)	94	-5	-3	-5	-0.3	-11	0	1.1	0	1
C=CCn1c(-c2ccccc2)nc(=S)c2c1CCCC2	112	46	2	-15	-0.5	17	-1	-1.9	nt	1
C(=N\N1CCN(c2ccccn2)CC1)/C1=C(N2CCOCC2)C(=C/c2ccccc2)/CC1	109	10	3	-3	0.7	-15	-1	-0.3	1	-5
CC12CCC(=O)N1C(C(=O)Nc1ccc(SC(F)F)cc1)CS2 (stereo not given)	102	-1	1	-1	-1.6	-2	-2	-1.5	1	-15
O=C(NCCO)C(c1ccccc1)c1ccccc1	102	-1	4	3	nt	-5	0	0.4	-6	-7
COc1ccccc1N1CCN(C(=O)CCNS(=O)(=O)c2ccc(Br)s2)CC1	101	1	-1	-2	0.9	-8	0	-2.2	0	-5

Some of the entries above in a different format.
structure | DSG3 Ab inh | NSD2 inh | V-ATPase pHluor | Keap1-Nrf2 PPI | CAL PDZ FP-1 | Arrestin-AP2 inh | DAGLB inh | LANA DNA inh | CAL PDZ FP-2 | Cardiac RTF inh
Cc1ccc2c(c1C)-c1c(ccc(C)c1C)C(=O)C2=O | 85 | 85* | -4 | -1 | 0.8 | -19 | 10 | -1.1 | -3 | -11
COc1ccccc1NC(=O)c1cccc(N2C(=O)C3C4C=CC(C4)C3C2=O)c1 (stereo not given) | nt | 0 | 0 | 3 | -0.6 | -3 | 1 | 1.8 | 50* | -1
CS(=O)(=O)NCCC1=CCCCC1 | nt | 1 | 6 | 0 | -0.4 | -6 | 1 | 0.4 | 5 | 15
C=CCn1c(-c2ccccc2)nc(=S)c2c1CCCC2 | 112 | 46 | 2 | -15 | -0.5 | 17 | -1 | -1.9 | nt | 1

Additional records follow.
SMILES	DSG3 Ab inh	NSD2 inh	V-ATPase pHluor	Keap1-Nrf2 PPI	CAL PDZ FP-1	Arrestin-AP2 inh	DAGLB inh	LANA DNA inh	CAL PDZ FP-2	Cardiac RTF inh
CCN1CCN(S(=O)(=O)c2ccc(Oc3ccccc3OC)cc2)CC1	112	3	0	0	-3.0	51	1	0.3	-5	2
CCN(CC)CCCN=Cc1c(O)n(Cc2ccccc2)c(=O)c2ccccc12	109	46	1	1	-2.6	0	2	-0.6	-6	-11
COc1ccc(OC)c(-c2csc(NC(=O)CSc3ccc(Br)cc3)n2)c1	100	-1	1	-1	-1.0	1	-5	-1.1	-4	-6
CCNc1nc(NCC)n2c(SCC(=O)Nc3ccc(C)cc3Br)nnc2n1	90	2	0	0	0.0	5	-1	1.1	-2	4
CCOC(=O)c1c(N)sc(C(O)(C(F)(F)F)C(F)(F)F)c1-c1ccc(Cl)cc1	nt	4	-3	0	-0.8	9	-4	1.3	-3	0
CCOc1ccc(NC(=O)Nc2nc(SCC)ns2)cc1	102	28	9	-5	-0.2	-13	-6	3.0	nt	-4
c1ccc(COc2cncc(-c3cccnc3)c2)cc1	109	nt	1	0	-0.9	8	-5	1.0	1	-9
CCOCCCNC(=O)C(C)NS(=O)(=O)c1ccc(C)cc1 (stereo not given)	110	-3	4	-1	-1.2	5	2	3.4	2	-4
N=C1C(c2ccccc2)=C(O)CN1c1cccc(O)c1	97	-1	-1	-3	-0.4	-5	2	1.1	-3	-15
COc1ccc(NS(=O)(=O)c2cc(NC(=O)C3=NN(c4ccccc4)C(=O)CC3)ccc2C)cc1	85	-2	-2	-3	-1.0	0	-2	1.0	3	-6
CC(NC(=O)CCc1ccc(S(=O)(=O)NC2CCCCC2)cc1)c1ccccc1 (stereo not given)	107	-1	-2	-1	-0.6	-6	-2	-1.0	0	2
O=C(COc1ccc(Cl)cc1Cl)NCCN1CCCCC1	110	1	-3	nt	nt	nt	0	nt	nt	nt
Cc1c(C(=O)OCC(=O)Nc2c(C)n(C)n(-c3ccccc3)c2=O)oc2ccccc12	90	-1	0	-1	-2.5	-1	0	0.2	-5	-15
CCOC(=O)[C@H]1[C@H]2COc3ccccc3[C@@H]2N2C(=O)c3c(C)cc(C)cc3NC(=O)[C@@]12C	93	nt	1	-3	-0.4	5	-1	1.3	-1	-4
O=S(=O)(NCC1CCCO1)c1ccc(S(=O)(=O)N(Cc2ccccc2F)C2CCCCC2)cc1 (stereo not given)	121	1	0	2	-1.1	-2	-6	1.3	0	-1
Cn1c(N)c(C(=O)COC(=O)CNC(=O)c2ccccc2Cl)c(=O)n(C)c1=O	100	7	0	-3	-1.0	-8	1	0.6	nt	2
O=S(=O)(Nc1cccnc1)c1ccccc1	99	4	-3	-6	-0.5	-1	-3	-0.2	-2	-5
COc1ccc(-c2csc(Nc3cccnc3)n2)cc1	99	-1	-2	-2	-0.9	-8	-1	-0.4	1	-7
O=[N+]([O-])c1cc(C(F)(F)F)cc([N+](=O)[O-])c1N1CCCNCC1	103	4	-3	-5	-1.0	5	1	-2.4	nt	-6
Cc1csc(NC(=O)CSc2nc(C(C)C)nc3c2c(=O)n(C)c(=O)n3C)n1	104	nt	-2	-4	1.1	-2	0	-0.4	2	-6
